GalR3 antagonist – blocks the human galanin receptor 3. HEK293 GalR3-CNG cAMP membrane potential fluorescence; galR3 body fused to GalR1 C-terminus. 360,000 compounds, 0.44% hits. inhibition, % at 3 µM. O60755;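 active = inhibition above the screen-wide average plus 3 SD, cut at about 13% in these data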;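 note: forskolin and galanin both at EC90 stimulate the cells; cAMP rise reported by CNG channel membrane potential dye signal; 0% = forskolin plus galanin with DMSO and 100% = forskolin alone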
Target sequence (O60755 1-299 limits assumed): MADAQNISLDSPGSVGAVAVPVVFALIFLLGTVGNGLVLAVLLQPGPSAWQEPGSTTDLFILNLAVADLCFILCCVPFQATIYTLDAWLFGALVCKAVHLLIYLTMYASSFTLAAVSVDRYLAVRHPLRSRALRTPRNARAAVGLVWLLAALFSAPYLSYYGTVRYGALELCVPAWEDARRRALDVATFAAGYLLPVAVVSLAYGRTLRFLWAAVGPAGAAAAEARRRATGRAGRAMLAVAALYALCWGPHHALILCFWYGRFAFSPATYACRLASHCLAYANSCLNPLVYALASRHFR
MEKK2mut PB1 HTS – signal of MEK5 binding to mutant human MEKK2 PB1 domain; 290,000 compounds, 0.35% hits; bead flow cytometry, Alexa488-MEK5 binding to MEKK2 mutant; percent response, % at 10 µM; AID 1530; in the data active = percent response above about 24%, passing the limit was not always enough; note: inactives centre near 1; some results filed as inactive read as strong as hits; reference of the scale not given here
MEKK3 PB1 HTS – raises or lowers MEK5 binding to the human MEKK3 PB1 domain; Q99759; bead-based flow cytometry, Alexa488-MEK5 binding to MEKK3; actives lie on both sides; 0 = blocked by unlabeled MEK5, 100 = vehicle; binding response (% of control), % at 10 µM; 290,000 compounds, 1.4% hits; AID 1529;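 active = binding response more than 3 SD above or below the average of its plate-row segment, actives on both sides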;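 note: Alexa488 bead fluorescence after subtracting the streptavidin-only scavenger bead signal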
Target sequence (Q99759 whole entry, looked up, the tested form may be a part): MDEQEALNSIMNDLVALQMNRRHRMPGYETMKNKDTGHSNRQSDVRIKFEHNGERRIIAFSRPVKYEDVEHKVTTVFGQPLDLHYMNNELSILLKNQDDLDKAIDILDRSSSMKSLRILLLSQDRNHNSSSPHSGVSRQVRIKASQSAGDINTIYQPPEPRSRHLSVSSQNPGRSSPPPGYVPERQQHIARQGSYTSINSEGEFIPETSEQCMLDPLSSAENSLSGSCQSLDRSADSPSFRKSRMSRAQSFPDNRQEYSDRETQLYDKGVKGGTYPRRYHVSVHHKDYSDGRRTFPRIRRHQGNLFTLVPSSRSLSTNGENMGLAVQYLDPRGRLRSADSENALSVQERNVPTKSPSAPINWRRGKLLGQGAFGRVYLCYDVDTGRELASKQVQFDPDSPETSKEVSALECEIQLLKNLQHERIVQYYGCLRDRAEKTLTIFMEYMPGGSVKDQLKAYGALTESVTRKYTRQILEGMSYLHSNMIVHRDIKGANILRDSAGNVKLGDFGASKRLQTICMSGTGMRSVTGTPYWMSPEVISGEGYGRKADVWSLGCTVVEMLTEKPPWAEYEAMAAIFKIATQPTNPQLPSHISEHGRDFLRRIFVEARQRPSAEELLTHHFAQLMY
MEKK2wt PB1 HTS – raises or lowers MEK5 binding to wildtype human MEKK2 PB1 domain; Q9Y2U5; bead flow cytometry, Alexa488-MEK5 binding to MEKK2 WT; actives lie on both sides; binding response (% of control), % at 10 µM; 290,000 compounds, 1.1% hits; in the data active = binding response below about 67% or above about 130%
DNA FID counter – counter-screen for HCV NS3 helicase inhibitors: DNA intercalator displacement. 290,000 compounds, 0.17% hits. inhibition, % at 7.9 µM. DNA fluorescent intercalator displacement, fluorescence; in the data active = inhibition above about 37%;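 note: 0% = vehicle and 100% = reference compound; higher means more ethidium bromide displaced from hairpin DNA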
CRFBP-R2 agonist – agonists of human CRF-binding protein/CRF-R2 receptor complex; 350,000 compounds, 0.46% hits; HEK293 CRF-R2/CRF-BP, calcium dye fluorescence (FLIPR); percent of saturating CRF peptide response; activation, % at 13.2 µM; AID 588473;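 active = activation of at least 50%, plus an integration ratio under a set limit after plate pattern correction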;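 note: plate controls were neutral control wells without compound for no effect and CRF at EC100 for full effect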
HCV NS3 hel inh – blocks Hepatitis C virus NS3 helicase unwinding. NS3 helicase DNA unwinding, Cy5 molecular beacon fluorescence. 290,000 compounds, 0.56% hits. inhibition, % at 10.9 µM. AID 1800;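 active = inhibition above the mean of all tested compounds plus 3 SD, set per campaign, cut at about 35% in these data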;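 note: 0% = DMSO wells and 100% = thioflavine S control wells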
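Test system: hepatitis C virus NS3 helicase domain fragment enzyme. Also added: annealed dual-labelled DNA beacon duplex, ATP-started. Timing: 60 min unwinding reaction at 25 °C after ATP addition. Technique: Cy5 fluorescence. Measure: % inhibition of unwinding.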
CRFBP-R2 block – blocks CRF-induced signaling of the CRF-BP/CRF-R2 complex; HEK293 CRF-R2/CRF-BP, CRF-induced calcium fluorescence; inhibition, % at 11.8 µM; 350,000 compounds, 0.59% hits; AID 588475;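 active = inhibition of the ligand-induced calcium signal above about 50% at the single tested concentration, limit read from the data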
UBC9 SUMO inh – inhibitors of human SUMOylation (UBC9). P63279. AID 2006. 290,000 compounds, 0.36% hits. inhibition, % at 35 µM. HTRF SUMOylation assay, SAE1/SAE2 + UBC9, in vitro; in the data active = inhibition above about 50%, passing the limit was not always enough; note: strong numbers were not always called active
Target sequence (P63279 whole entry, looked up): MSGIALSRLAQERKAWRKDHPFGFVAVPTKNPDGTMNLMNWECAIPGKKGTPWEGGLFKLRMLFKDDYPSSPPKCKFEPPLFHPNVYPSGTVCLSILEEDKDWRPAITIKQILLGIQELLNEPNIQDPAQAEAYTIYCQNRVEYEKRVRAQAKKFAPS
* hit, by the source's call; nt = not tested or not shown; [ ] = remark or other dose. A portion of the library, so the mix of outcomes need not match the whole.

SMILES | GalR3 antagonist | MEKK2mut PB1 HTS | MEKK3 PB1 HTS | MEKK2wt PB1 HTS | DNA FID counter | CRFBP-R2 agonist | HCV NS3 hel inh | CRFBP-R2 block | UBC9 SUMO inh
CCCCOc1ccc(C(=O)Nn2c(-c3cccs3)nc3ccccc3c2=O)cc1 | -3 | -2 | 95 | 95 | -2 | 2.0 | -1 | -30 | 6
Cc1ccc(SCC(=O)c2ccc(CC(=O)O)s2)cc1 | -3 | -6 | 99 | 96 | -18 | 0.6 | 27 | 2 | 27
COc1ccccc1NC(=O)CN1C(=O)NC2(CCCCCCC2)C1=O | 1 | -5 | 96 | 99 | -14 | -1.7 | -1 | -4 | 0
COc1ccc(NC(=O)CCNS(=O)(=O)c2cc(Br)cnc2N)c(OC)c1 | -7 | 3 | 98 | 98 | -12 | -2.7 | 1 | -4 | nt
CC1=CC(C)(C)N(C(=O)CSc2nnc(C)s2)c2ccc(C)cc21 | 0 | -5 | 86 | 91 | -18 | -1.5 | -3 | 10 | -7
CSCCC(NC(=O)OCc1ccccc1)C(=O)O (centres undefined) | -3 | -3 | 94 | 97 | 0 | -2.0 | -6 | 11 | 3
Cn1ccsc1=NC(=O)c1ccc(S(C)(=O)=O)c([N+](=O)[O-])c1 | -3 | -2 | 98 | 99 | 4 | 0.2 | 5 | 3 | 7
COc1ccc(C(C(=O)NC2CCCC2)N(CCN(C)C)C(=O)c2snc(C(N)=O)c2N)cc1 (centres undefined) | -2 | -5 | 97 | 97 | -1 | 1.3 | 1 | -10 | 28
Cc1ccc(SCc2cc(=O)[nH]c(/N=C(\N)Nc3ccc(C)c(C)c3)n2)cc1 | nt | 5 | 105 | 101 | 0 | 2.9 | 9 | -30 | -7
CCOC(=O)CNS(=O)(=O)c1ccc(C(=O)O)cc1 | -3 | 8 | 107 | 111 | 3 | -0.9 | -1 | -2 | 13
O=C(Nc1cccnc1)c1ccc2c(c1)OCO2 | -2 | 0 | 105 | 98 | 2 | -0.9 | 5 | -4 | -7
COc1ccc(Cl)cc1NC(=O)Cn1nnc(C(=O)NCc2ccc3c(c2)OCO3)c1N | -11 | 2 | 104 | 103 | -24 | 10 | 11 | -1 | 25
C(=C\c1nc(-c2ccncc2)no1)/c1ccccc1 | -5 | -4 | 101 | 103 | -13 | 2.3 | -14 | -11 | 9
CC(=O)Nc1ccc2c(c1)N(C(=O)CN(C)C)c1ccccc1CC2 | -3 | 0 | 97 | 101 | 15 | -0.2 | 5 | -3 | 19
COc1ccc(S(=O)(=O)N2CCN(Cc3cc(OC)c(O)c(OC)c3)CC2)cc1 | -6 | 3 | 100 | 98 | -1 | 0.0 | -3 | 3 | 4
COc1ccc(C2=NOC(C)(c3sc(-c4ccc(Cl)cc4)nc3C)C2)cc1 (centres undefined) | -4 | 3 | 103 | 100 | nt | 3.5 | nt | -9 | nt
Cc1ccccc1NC(=O)Cn1c(=O)oc2ccccc21 | -8 | 3 | 103 | 104 | -2 | 0.1 | -2 | 2 | 16
O=C(/C=C/c1ccccc1)NCC(=O)N/N=C/c1cccs1 | -1 | 7 | 103 | 108 | -9 | 0.7 | 1 | 2 | 12
O=C(O)c1cc(=O)[nH]c2ccc(S(=O)(=O)Nc3ccc(F)cc3)cc12 | -7 | -2 | 98 | 98 | -5 | 0.7 | 15 | -2 | -2
Cc1sc2ncnc(N3CCC(C(=O)NNC(=O)c4ccccc4Cl)CC3)c2c1C | 3 | 8 | 98 | 100 | -23 | -5.8 | -3 | -10 | 18
CCOc1cccc(NC(=O)CSc2nc(C)c3c(c2C#N)CCCC3)c1 | -6 | 0 | 104 | 96 | -2 | 4.8 | -1 | -3 | -7
NC(=O)C1CC(=O)N(c2ccc(OCc3c(F)cccc3Cl)cc2)C1 (centres undefined) | -3 | -14 | 93 | 90 | -8 | -3.7 | 6 | 9 | 7
O=C(CCc1nnc(CCCCc2ccccc2)o1)NCCc1cccnc1 | -2 | -1 | 101 | 100 | -21 | 0.6 | 2 | -13 | 15
COc1ccc(-c2csc(N(CCCN(C)C)C(=O)c3ccccc3Cl)n2)cc1 | -15 | 28* | 107 | 138* | 35 | -0.4 | -18 | -9 | nt
COc1ccc(C2NC(=O)NC(C)=C2C(=O)OC2CCC(C)CC2)cc1 (centres undefined) | -9 | 5 | 107 | 102 | -42 | -1.8 | -3 | -9 | -2

MEKK2wt PB1 HTS: hit marks shown above
| smiles | GalR3 antagonist | MEKK2mut PB1 HTS | MEKK3 PB1 HTS | MEKK2wt PB1 HTS | CRFBP-R2 agonist | HCV NS3 hel inh | CRFBP-R2 block | UBC9 SUMO inh |
| --- | --- | --- | --- | --- | --- | --- | --- | --- |
| COc1ccc(-c2csc(N(CCCN(C)C)C(=O)c3ccccc3Cl)n2)cc1 | -15 | 28* | 107 | 138* | -0.4 | -18 | -9 | nt |

(list continues)
SMILES | GalR3 antagonist | MEKK2mut PB1 HTS | MEKK3 PB1 HTS | MEKK2wt PB1 HTS | DNA FID counter | CRFBP-R2 agonist | HCV NS3 hel inh | CRFBP-R2 block | UBC9 SUMO inh
Cc1ccccc1-c1ccc(Nc2ccc(N3CCOCC3)cc2)nn1 | nt | 4 | 82 | 96 | -21 | -1.4 | -24 | 1 | 30
CC(C)[C@H](NC(=O)C1CCC(CNC(=O)[C@@H]2CCCN2C(=O)OC(C)(C)C)CC1)C(=O)O (some centres undefined) | -13 | 6 | 106 | 104 | -9 | 0.5 | 9 | 0 | -4
O=C(CSc1nnc(NC2CCCCC2)s1)Nc1ccc2c(c1)C(=O)c1ccccc1C2=O | -2 | 16 | 109 | 108 | 2 | 2.8 | 2 | 8 | 32
NC(=O)NCc1ccccc1F | -2 | 7 | 101 | 100 | 3 | -0.6 | 0 | 18 | 13
O=C(NC(=S)NC1CCCCC1)c1ccc(Cl)cc1 | -3 | 4 | 100 | 103 | -14 | 1.8 | 2 | 7 | 7
N=c1c2c3c(sc2ncn1Cc1ccco1)CCCCC3 | -6 | 1 | 101 | 104 | 4 | -0.6 | -10 | 12 | 7
CCC1(C)SC(NC(C)=O)=NN1C(C)=O (centres undefined) | -3 | -39 | 105 | 102 | 0 | 1.5 | 6 | -11 | 14
CCOC(=O)Cc1csc(NC(NC(=O)OCC)(C(=O)OCC)C(F)(F)F)n1 (centres undefined) | -2 | 2 | 104 | 102 | -14 | -2.5 | 8 | -5 | nt
COCCNC(=O)CN(C(=O)Cn1nnc2ccccc21)c1ccccc1 | -1 | 6 | 107 | 110 | -1 | -1.0 | 2 | 7 | 32
Cc1ccc(S(=O)(=O)n2nc(C)c(S(=O)(=O)N3CCOCC3)c2C)cc1 | -8 | 4 | 101 | 103 | 5 | 0.4 | 1 | -13 | 6
CN1CCN(C(=O)c2ccc(C(F)(F)F)cc2)CC1 | -6 | 0 | 99 | 101 | 5 | -1.1 | 4 | 25 | 3
CC(=O)Nc1ccc(N=Nc2ccccc2)cc1 | -1 | -1 | 103 | 102 | -3 | 7.3 | 0 | 15 | -4
O=C(CCn1c(=O)c2sccc2n(CC(=O)OCc2ccccc2)c1=O)NCc1ccco1 | -5 | 0 | 100 | 95 | -21 | -4.7 | 3 | 7 | 10
COc1ccccc1N1CCN(C2CCN(C(=O)COc3ccccc3)CC2)CC1 | 4 | -1 | 98 | 101 | 5 | 1.7 | -2 | 15 | 22
Cc1cc(C(=O)CSc2nnnn2C)c(C)n1Cc1ccco1 | -4 | -2 | 100 | 99 | -15 | -6.3 | -2 | 4 | 19
COc1ccc(C(=O)C2CCN(S(=O)(=O)c3ccc4c(c3)OCCO4)CC2)cc1 | -6 | 6 | 109 | 108 | -17 | -0.2 | -9 | 20 | -3
COc1ccc(-c2[nH]c(-c3ccc4c(c3)OCO4)nc2-c2ccccc2)cc1 | -1 | 10 | 108 | 121 | 9 | -0.1 | -30 | -11 | -30
Cc1ccc(OCC(=O)Nc2cc(C)on2)c([N+](=O)[O-])n1 | -5 | 3 | 104 | 107 | -2 | -3.8 | -5 | -4 | 9
CCc1cc2c(=O)n(-c3ccccc3)c(=S)[nH]c2s1 | -3 | 3 | 96 | 97 | -3 | -2.4 | 3 | 10 | 10
COc1ccc(NC(=O)CSc2ncn[nH]2)c([N+](=O)[O-])c1 | -2 | 0 | 94 | 96 | 4 | -0.8 | -1 | 15 | -3
O=C(/C=C/NCc1cccnc1)C(F)(F)C(F)(F)F | -1 | -2 | 103 | 101 | -1 | 4.2 | 0 | -10 | 15
CC(C)(CN=C1NS(=O)(=O)c2ccccc21)CNC(=O)CN1C(=O)c2ccccc2C1=O | -1 | 3 | 109 | 107 | -10 | -2.0 | 2 | 2 | -24
COc1ccccc1Nc1nc(N)nc(-c2cc3ccccc3o2)n1 | -8 | 1 | 106 | 98 | -9 | -2.1 | -14 | 6 | 12
COc1ccc(CCN2CCCn3c2nc2c3c(=O)[nH]c(=O)n2C)cc1OC | -12 | 14 | 106 | 105 | -15 | -1.0 | -7 | -1 | 9
CNS(=O)(=O)c1ccc(NC(=O)c2nc3nc(C)cc(C(F)F)n3n2)cc1 | nt | 6 | 106 | 102 | 1 | nt | -1 | nt | 14

Next entries follow:
SMILES | GalR3 antagonist | MEKK2mut PB1 HTS | MEKK3 PB1 HTS | MEKK2wt PB1 HTS | DNA FID counter | CRFBP-R2 agonist | HCV NS3 hel inh | CRFBP-R2 block | UBC9 SUMO inh
CC(=O)N1C(=O)N(C(C)=O)C2C1N(C(C)=O)C(=O)N2C(C)=O (centres undefined) | -4 | 0 | 99 | 99 | 3 | 0.4 | -2 | -5 | 12
Cc1n[nH]c(C)c1CN(C)C(=O)C1CCC(=O)N(CC2CCCCC2)C1 (centres undefined) | 0 | -10 | 89 | 99 | -26 | 2.9 | 15 | -10 | -6
Cc1ccc(C(=O)N/C(=C/c2ccc(N(C)C)cc2)C(=O)NCC2CCCO2)cc1 (centres undefined) | -10 | -4 | 98 | 98 | -14 | 0.2 | 1 | -2 | -1
Cc1c(OCC(N)=O)ccc2c(-c3ccccc3)cc(=O)oc12 | -9 | 3 | 105 | 108 | -19 | 0.2 | 10 | -7 | 16
CCCCn1c(Nc2ccc(OC)cc2)nc2ccccc21 | -10 | 3 | 94 | 103 | 3 | 0.4 | -9 | 7 | 1
c1ccc2[nH]c(CN3CCN(c4ncnc5c4oc4ccccc45)CC3)nc2c1 | 0 | -4 | 99 | 102 | -18 | -1.7 | -13 | 13 | 6
COCCOC(=O)c1c(C)oc2ccc(OCc3cc(C(=O)OC)oc3C)cc12 | 1 | 3 | 95 | 104 | -20 | 5.5 | -13 | 18 | 8
CCCCCCn1c(N2CCC(C(N)=O)CC2)nc2c1c(=O)n(C)c(=O)n2C | 5 | -21 | 2.0*[inhibitor] | 2.0*[inhibitor] | -29 | -3.6 | -1 | -26 | -3
CCN(CC)S(=O)(=O)c1ccc(C(=O)OCC(=O)NCCN2C(=O)CSC2=O)cc1 | -3 | 3 | 103 | 95 | -7 | -1.2 | 3 | 4 | 15
CCN(C(=O)CN1C(=O)COc2ccc(S(=O)(=O)N3CCOCC3)cc21)c1ccc(OC)cc1 | -6 | -14 | 90 | 93 | -33 | -0.6 | -6 | -2 | nt
O=C(O)C1CCN(C(=O)CSc2nc3ccccc3c(=O)n2-c2ccc(Cl)cc2)CC1 | -7 | -2 | 101 | 100 | -36 | -0.8 | 14 | 26 | 20
